Bioassay records from PubChem BioAssay.
MITF primary: blocks human microphthalmia-associated transcription factor; actives 0.91% (n = 650,000); AlphaScreen MITF homodimerization, bead proximity signal; inhibition, % at 2.6 µM; AID 1259374; in the data active = inhibition above about 50%;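 note: 0% = vehicle wells with protein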
Target sequence (O75030 whole entry, looked up): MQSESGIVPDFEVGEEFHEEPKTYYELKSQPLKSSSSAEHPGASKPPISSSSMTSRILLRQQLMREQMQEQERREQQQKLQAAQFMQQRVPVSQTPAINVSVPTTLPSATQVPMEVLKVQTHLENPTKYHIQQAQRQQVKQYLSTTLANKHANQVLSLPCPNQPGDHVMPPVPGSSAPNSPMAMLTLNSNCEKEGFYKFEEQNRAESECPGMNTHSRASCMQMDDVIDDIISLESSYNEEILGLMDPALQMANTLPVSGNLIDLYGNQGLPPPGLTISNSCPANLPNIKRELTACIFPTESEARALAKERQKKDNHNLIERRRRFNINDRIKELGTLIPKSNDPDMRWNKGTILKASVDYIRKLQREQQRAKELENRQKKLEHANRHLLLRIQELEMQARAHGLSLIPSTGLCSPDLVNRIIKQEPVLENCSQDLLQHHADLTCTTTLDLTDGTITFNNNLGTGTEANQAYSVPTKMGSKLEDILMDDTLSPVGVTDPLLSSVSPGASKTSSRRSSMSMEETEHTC
TEAD-YAP block: TEAD-YAP interaction inhibition | actives 1.4% (n = 640,000) | HEK-TIYL cells, TEAD-Gal4/YAP UAS-luciferase luminescence | inhibition, % at 9.12 µM; in the data active = inhibition above about 32%;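 note: 0% = median of test compound wells and 100% = reference inhibitor wells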
FBW7 act: activators of human E3 ligase FBW7; Q969H0; normalized activity (activation), % at 26.1 µM; AlphaScreen FBW7–phospho-cyclin E peptide binding, activator screen; actives 0.13% (n = 650,000); AID 1259310; in the data active = normalized activity above about 1.9%;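 note: purified mutant Fbw7 with reduced substrate affinity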
GPR151 activ: activators of human GPR151. actives 1% (n = 650,000). Q8TDV0. activation, % at 11.2 µM. PathHunter beta-arrestin GPR151 cells, luminescence; in the data active = activation above about 4.9%;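 note: 0% = median of compound wells and 100% = cells with positive control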
Target sequence (Q8TDV0 whole entry, looked up): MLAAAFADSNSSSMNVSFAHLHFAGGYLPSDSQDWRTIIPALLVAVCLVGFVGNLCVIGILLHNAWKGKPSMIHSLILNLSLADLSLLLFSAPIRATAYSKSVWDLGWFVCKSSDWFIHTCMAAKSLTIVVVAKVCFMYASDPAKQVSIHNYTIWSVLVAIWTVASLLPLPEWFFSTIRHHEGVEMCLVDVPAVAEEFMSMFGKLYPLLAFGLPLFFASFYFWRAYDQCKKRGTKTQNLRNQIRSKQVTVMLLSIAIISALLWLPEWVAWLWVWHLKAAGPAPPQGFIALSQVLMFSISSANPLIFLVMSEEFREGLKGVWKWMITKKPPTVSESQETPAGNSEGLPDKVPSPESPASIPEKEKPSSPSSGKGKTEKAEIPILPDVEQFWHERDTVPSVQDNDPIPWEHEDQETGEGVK
The depositor's hits bear a star. The order is random; about 3.4% have a hit in one of these screens.

Every second line gives: MITF primary	TEAD-YAP block	FBW7 act	GPR151 activ
- Cc1ccc(OCC(=O)Nn2cnnc2)cc1
 : -10.4	4.9	0.0	0.3
- COc1cc2c(cc1OC)C(COc1ccc(F)cc1)N(C(=O)c1ccc(C)c(C)c1)CC2 (stereo unspecified)
 : 6.0	-6.9	-0.1	0.4
- Cc1ccc[n+](CC(=O)Nc2ccccc2)c1
 : -4.5	10.0	0.0	-0.5
- O=C1C=C/C(=N\S(=O)(=O)c2ccc(Cl)cc2)C=C1Cl
 : 8.6	4.3	0.1	0.3
- O=C(/C=C/c1ccc2c(c1)OCO2)N1CCN(c2ccc([N+](=O)[O-])cc2)CC1
 : 11.5	1.4	0.7	0.2
- CC(C)N(CCNc1cc(Nc2cccc(N(C)C)c2)ncn1)C(C)C
 : -0.1	-1.9	0.2	0.7
- CNc1ccc(/C=C/C(=O)C2C(=O)C=C(C)OC2=O)cc1[N+](=O)[O-] (stereo unspecified)
 : 5.0	-24.8	0.0	1.5
- Cc1n[nH]c(C)c1CCC(=O)N/N=C/c1ccc(Br)cc1
 : 10.4	4.8	0.1	-0.3
- O=[N+]([O-])c1c(N(CCO)CCO)ccc2nonc12
 : -3.7	-14.9	-0.7	0.8
- Oc1cccc(-c2cnc3c(NCc4ccco4)nccn23)c1
 : 15.8	-53.2	-0.8	-0.3
- COc1cc(CNC(=O)c2ccc3ccccc3c2)cc(OC)c1
 : -2.8	-11.8	-0.2	2.2
- Cc1cc(OCCN2CC(C)OC(C)C2)ccc1[N+](=O)[O-] (stereo unspecified)
 : 28.6	-3.1	-0.2	0.0
- Cc1cc(C)cc(NC(=O)c2ccc(S(=O)(=O)N3CCc4ccccc4C3)cc2)c1
 : 11.7	-9.4	0.2	-0.6
- COc1ccc(CCN(C(C)=O)C2CC(=O)N(c3ccc(Cl)cc3)C2=O)cc1 (stereo unspecified)
 : -6.3	-0.7	0.1	2.3
- CC(C)n1cnc2c(NCc3nc4ccccc4[nH]3)nc(Nc3ccc(N4CCOCC4)cc3)nc21
 : 0.3	56.8*	-0.2	-0.6
- CCOc1cc(/C=C2/C(=N)N3N=C(CC)SC3=NC2=O)ccc1OCCOc1cc(C)ccc1C
 : -7.2	19.1	-0.1	2.1
- Cc1ccc(CNC(=O)CCC2CCCN(Cc3ccc4ccccc4n3)C2)o1 (stereo unspecified)
 : 11.9	6.9	-0.1	2.2
- N#Cc1c(NC(=O)c2cc3n(n2)C(C(F)(F)F)CC(c2ccc(Cl)c(Cl)c2)N3)sc2c1CCCC2 (stereo unspecified)
 : -4.3	-14.0	0.1	-0.8
- Cc1nc2ccc3nc(NC(=O)c4ccc(S(=O)(=O)N(C)c5ccccc5)cc4)sc3c2s1
 : 9.9	17.4	0.3	-0.5
- Cc1ccc(N(CC(=O)NCc2ccccc2)C(=O)CCC(=O)Nc2ccccn2)cc1
 : -1.4	-5.5	-0.1	2.7
- Cc1ccc(N/C(CSC(N)=O)=N\S(=O)(=O)c2ccc(C)cc2)cc1
 : -4.2	-9.0	0.1	0.6
- COc1ccc(-n2nnnc2SCCO)cc1
 : 15.5	4.8	0.9	-0.2
- COc1ccc(S(=O)(=O)N(C)CC(=O)N2CCN(C)CC2)cc1C
 : 13.6	-3.8	0.1	-0.5
- CC(=O)c1ccccc1NC(=O)Cn1nc(-c2ccccc2F)ccc1=O
 : 23.4	-0.6	0.4	0.0
- CC(C)(C)c1cc(CCC(=O)NC(C(=O)Nc2ccc3c(c2)OCO3)c2ccccc2)cc(C(C)(C)C)c1O (stereo unspecified)
 : -0.5	5.0	0.1	2.2
- CC(C)OC(=O)c1c(NC(=O)c2cc3nc(-c4ccc([N+](=O)[O-])cc4)cc(C(F)(F)F)n3n2)sc2c1CCCC2
 : -9.3	7.7	0.1	0.6
- c1ccc(-c2nc3c(c(N4CCCC4)n2)CNCC3)cc1
 : 1.0	-1.5	-0.2	3.2
- Cn1c2ccccc2c2nnc(SCC(=O)Nc3cccc(F)c3)nc21
 : 4.7	-2.1	0.1	-0.5
- CC(C)(C)P(=O)(CO)c1ccccc1 (stereo unspecified)
 : 14.8	9.2	0.4	-1.0
- COc1ccc(N(C)S(=O)(=O)c2cccc3nonc23)cc1
 : 12.3	8.2	1.1	-1.4
- CCN(C(=O)CSc1nc2ccccc2c(=O)n1C1CCCCC1)c1cccc(C)c1
 : -7.3	-2.0	-0.1	0.2
- CC1CCCN(c2nnc(NC(=O)NCc3ccccc3)s2)C1 (stereo unspecified)
 : 17.2	-11.2	0.2	-0.2
- COc1ccc(OCC(O)CNC(=O)c2ccccc2C(=O)O)cc1 (stereo unspecified)
 : 8.6	-1.1	0.0	0.9
- CN(C)c1nc(N)nc(CSc2nnnn2-c2ccc(F)cc2)n1
 : -2.8	-16.1	-0.2	-0.7
- O=C1N(CC2CCCCC2)CCN1c1ccc(C(F)(F)F)cn1
 : 8.4	-4.3	0.2	-0.8
- CC(C)(C)NC(=O)Nc1ccc(Cl)cc1
 : 7.2	-28.1	-0.1	0.6
- CN(Cc1ccccc1)C(=O)c1nn2c(c1Cl)NC(c1ccc(Cl)cc1)CC2C(F)(F)F (stereo unspecified)
 : -8.0	13.2	0.6	-0.3
- CCOC(=O)c1ccc(NC2=CC(=O)CC(C)(C)C2)cc1
 : 3.1	-9.6	0.1	-0.6
- COC(=O)c1ccccc1NC(=O)c1sc2ncnc(N(C)c3ccccc3)c2c1C
 : 2.2	7.8	0.0	0.2
- CC(C)n1cnc2c(Nc3ccc4c(c3)OCO4)nc(NC3CCC(O)CC3)nc21 (stereo unspecified)
 : -6.9	21.5	-0.1	-1.4
- COc1cccc2c(C)nc(Nc3nc(=O)c4ccccc4n3C)nc12
 : 4.7	14.7	-0.1	-0.3
- CCN(CC)C(=O)c1sc2ncnc(N3CCCCC3C)c2c1C (stereo unspecified)
 : 0.9	-9.8	-0.2	1.0
- O=C(c1cc2ccccc2oc1=O)N1CCN(c2ccccc2)CC1
 : 8.7	-25.7	-0.1	6.3*
- CC1Oc2ccc(F)cc2N(Cc2ccccn2)C1=O (stereo unspecified)
 : -1.6	0.1	-0.2	0.1
- CC(OC(=O)c1ccco1)C(=O)NCc1ccc(F)cc1 (stereo unspecified)
 : 9.8	1.0	1.2	-0.2
- Cc1nn(C)c(C)c1NC(=O)CN1N=C(c2ccccc2)Cn2c(cc3sccc32)C1=O
 : 3.7	3.5	-0.2	-0.5
- COC(=O)C1=CN(CCC23CC4CC(CC(C4)C2)C3)C=C(C(=O)OC)C1c1cc(OC)c(OC)c(OC)c1
 : 7.0	-2.1	0.0	1.0
- O=C1NC(c2ccc(O)cc2O)Nc2sc3c(c21)CCCC3 (stereo unspecified)
 : 12.7	-15.4	0.0	-0.5
- Cc1cc(Cl)ccc1OCC(=O)Nc1ccc2c(c1)OCCO2
 : 12.0	-15.4	0.0	2.2
- COC(=O)C1=CN(C)C=C(C(=O)OC)C1c1ccc(F)c(Br)c1
 : -6.9	-4.5	0.6	-1.2

New compounds follow
Every second line gives: MITF primary	TEAD-YAP block	FBW7 act	GPR151 activ
- O=C(c1ccccc1N1CCCC1)N1CCCC(CNS(=O)(=O)c2cccs2)C1 (stereo unspecified)
 : 12.8	7.5	0.1	0.0
- CCc1ccc(NC(=O)CS(=O)CC(=O)Nc2ccccc2-c2ccc(C)o2)cc1 (stereo unspecified)
 : 24.2	-0.6	-0.1	-0.9
- O=C(Nc1ccc(Cl)cc1)C1CCCN1S(=O)(=O)c1cccc2nsnc12 (stereo unspecified)
 : -0.4	-5.9	-0.3	0.7
- COc1ccc(NC(=O)NNC(=O)c2ccc([N+](=O)[O-])c(C)c2)c(OC)c1
 : -2.9	-10.9	0.0	-0.2
- COc1cc2[nH]c(=S)nc(NCc3cccnc3)c2cc1OC
 : -3.1	7.1	-0.1	-1.5
- CCOC(=O)c1ccc(NC(=O)CSc2cn(CCNC(=O)c3cccc(C(F)(F)F)c3)c3ccccc23)cc1
 : -10.5	-6.8	0.0	-1.2
- CC(C)CCC(=O)N1CCC(N2CCC(C(=O)NCc3ccccn3)CC2)CC1
 : 10.6	3.5	0.2	2.3
- CCn1cc2c(n1)-c1c(oc(C(=O)NCc3ccccc3)c1C)CC2
 : -6.7	-19.2	0.0	-0.3
- CSc1ncccc1C(=O)N1CCC(C2(Cc3ccccc3)NC(=O)NC2=O)CC1 (stereo unspecified)
 : 0.1	-4.9	-0.2	-1.3
- CC(=O)c1ccc(NC(=O)c2ccc(-c3ccc(Cl)cc3)o2)cc1
 : -0.7	-70.4	-0.1	0.2
- Cc1ccc(S(=O)(=O)N2CCN(Cc3ccccc3[N+](=O)[O-])CC2)cc1
 : 77.5*	1.4	-0.1	3.3
- COc1ccc(CCNc2cc(-c3ccc(N4CCOCC4)nc3)ncn2)cc1
 : 10.9	-11.8	0.6	0.4
- COc1ccc(C2SCCN2S(=O)(=O)c2ccccc2)cc1[N+](=O)[O-] (stereo unspecified)
 : 18.5	-3.0	0.3	1.6
- CCCc1sc(N2CCC(C(N)=O)CC2)nc1-c1ccccc1
 : 1.8	5.8	0.0	0.1
- COc1ccccc1CN1CCN2C(=O)[C@H]([C@@H](C)O)NC(=O)[C@H]2C1
 : 6.5	3.5	-0.1	2.4
- COc1cc(/C=C2/C(=N)N3N=C(C(C)C)SC3=NC2=O)ccc1OC(C)c1ccccc1 (stereo unspecified)
 : 10.5	2.0	0.0	-1.0
- COc1ccc(C(C)=O)cc1CSCC(=O)O
 : -25.4	8.0	-0.1	-1.1
- C=CCOc1ccc(/C(O)=C2\C(=O)C(=O)N(CCN3CCOCC3)C2c2ccc(OC)c(OC)c2)c(C)c1 (stereo unspecified)
 : -2.9	1.3	-0.1	0.7
- C=CCn1c(=NC(=O)c2ccccc2)c(C#N)cc2c(=O)n3ccccc3nc21
 : 5.0	3.5	0.1	1.4
- CCOCCCNC(=O)CN1CCC(O)(c2cccc(OC)c2)CC1
 : 17.2	-2.9	0.8	-0.8
- O=S(=O)(c1ccc(NC(=S)NCCc2ccc(O)c(O)c2)cc1)N1CCOCC1
 : 5.1	2.9	0.0	-0.5
- CN(C)c1ccc(C2Nc3ccc(C(=O)c4ccccc4)cc3NC3=C2C(=O)CCC3)cc1 (stereo unspecified)
 : 15.6	11.0	0.0	-0.9
- COCCNc1nc(-c2cc(C)c(C)cc2C)cs1
 : -1.7	-17.9	-0.1	-0.5
- COc1cc(/C=C(/C#N)c2nc3ccc(C)cc3[nH]2)ccc1OC(C)C(=O)O (stereo unspecified)
 : 10.8	-28.9	-0.1	-0.4
- COCCNC(=O)/C(C#N)=C/c1c(Oc2cccc(C)c2)nc2ccccn2c1=O
 : 9.2	16.9	0.1	-5.7
- Cn1c(O)c(N=NC(=O)C(=O)Nc2cccc(C(=O)O)c2)c2ccccc21
 : -4.8	-11.5	0.2	1.3
- CCc1ccc(NC(=O)c2cc3c(=O)n4cccc(C)c4nc3n2C)cc1
 : 13.3	11.2	0.4	-1.4
- O=[N+]([O-])c1cc(-n2ncnc2-c2ccc(Cl)cc2)ccc1F
 : -4.2	-3.9	0.2	-2.3
- COc1ccc(/C=C2\N=C(c3ccc(Cl)c([N+](=O)[O-])c3)OC2=O)cc1OC
 : 2.2	-11.2	0.0	-0.9
- O=S(=O)(NNc1c(F)c(F)cc(F)c1F)c1ccccc1
 : 0.7	0.1	0.1	0.2
- COc1cccc(CNS(=O)(=O)c2cccc3nsnc23)c1
 : 5.5	2.4	0.0	-1.1
- CCN(c1ccccc1)S(=O)(=O)c1ccc(N2CCN(c3ccc(O)cc3)CC2)nc1
 : 13.8	-1.8	-0.1	-1.2
- CCN(CC)S(=O)(=O)c1ccc(C(=O)NCc2n[nH]c(=S)n2-c2cccc(C)c2)cc1
 : 0.9	9.3	0.5	0.1
- CNc1c(NC(=O)c2ccccc2Br)c(=O)oc2ccccc12
 : -4.0	7.5	0.0	0.8
- Cc1cc(Cl)nc(Cl)c1C(=O)Nc1ccc(Cl)cc1
 : 3.8	-6.4	-0.1	-0.5
- COc1ccc(CCc2nnc(CCC(=O)N3CCC(C(O)C(C)C)CC3)o2)cc1 (stereo unspecified)
 : -4.0	-18.5	0.0	-3.4
- Cc1ccc(NC(=O)CN2C(=O)C(=O)c3ccccc32)c(C)c1
 : -4.8	12.1	-0.2	-0.4
- Clc1ccc(C2=NN(c3cccc(Br)c3)C(c3ccccc3Cl)C2)cc1 (stereo unspecified)
 : -9.2	-2.7	0.2	-1.6
- O=C(Nc1ccccc1)N1CCN(c2ccccc2F)CC1
 : 0.2	-11.5	0.1	0.2
- COc1ccc(C(=O)N/N=C\c2c(C)[nH]c(=O)[nH]c2=O)cc1
 : 27.3	-33.4	-1.2	2.6
- CCN(CC)CCCNC(=O)CCn1nc(-c2ccccc2)ccc1=O
 : 5.7	-2.0	0.3	1.6
- N#C/C(=C\c1ccc2c(c1)OCO2)C(=O)Nc1ccc([N+](=O)[O-])cc1Br
 : -12.6	2.7	0.1	2.8
- CC(NC(=O)c1cc(-c2ccccc2)on1)c1ccccc1 (stereo unspecified)
 : -3.6	-17.6	-0.1	-0.5
- Cc1ccc(NC(=O)COC(=O)CNS(=O)(=O)c2ccc(N)c([N+](=O)[O-])c2)cc1F
 : 6.8	4.3	0.2	-2.1
